# 3T3 cytotox – kills NIH 3T3 cells; NIH 3T3 viability, CellTiter-Glo ATP luminescence, 48-72 h; Potency, µM (highest dose often 96.7 µM), for the others: at the top dose activity change, negative = cytotoxicity, actives largely listed as inhibitors; actives 4.3% (n = 94,000); AID 1345082; also: potency is read from the fitted curve at half-maximal effect; nearly all actives have a fitted effect of over 55% in size
#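 Luminescent ATP readout (CellTiter-Glo, 10 min RT) after 48 or 72 hr compound exposure of NIH 3T3 cells seeded at 400 cells/well in 1536-well format; quantitative HTS.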
# FLuc inh – Photinus pyralis luciferase inhibition | Potency, µM (highest dose often 115 µM), for the others: at the highest dose activity change, negative = inhibition, hits mostly inhibitors | purified P. pyralis luciferase, luminescence, biochemical | AID 1347043 | actives 2.5% (n = 76,000); also: potency is read from the fitted curve at half-maximal effect; nearly all actives have a fitted effect of over 65% in size
# Target sequence (P08659 whole entry, looked up): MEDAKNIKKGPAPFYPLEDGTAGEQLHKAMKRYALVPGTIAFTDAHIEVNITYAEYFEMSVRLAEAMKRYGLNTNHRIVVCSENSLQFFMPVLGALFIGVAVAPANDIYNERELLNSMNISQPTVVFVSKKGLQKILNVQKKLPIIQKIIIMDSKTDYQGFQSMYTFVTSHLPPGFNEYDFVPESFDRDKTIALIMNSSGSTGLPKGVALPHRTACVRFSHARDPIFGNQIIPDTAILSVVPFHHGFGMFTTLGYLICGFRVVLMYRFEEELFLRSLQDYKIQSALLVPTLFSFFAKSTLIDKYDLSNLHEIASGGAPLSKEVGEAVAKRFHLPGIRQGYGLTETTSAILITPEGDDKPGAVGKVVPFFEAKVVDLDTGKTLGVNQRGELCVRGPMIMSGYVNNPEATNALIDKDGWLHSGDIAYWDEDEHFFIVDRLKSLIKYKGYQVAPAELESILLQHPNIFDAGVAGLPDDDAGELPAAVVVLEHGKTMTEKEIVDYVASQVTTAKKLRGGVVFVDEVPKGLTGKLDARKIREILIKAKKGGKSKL
#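 Biochemical qHTS: compound (6-point titration) added to 10uM D-luciferin plus 10uM ATP in Tris acetate pH 7.5 buffer with Mg, Tween-20 and BSA, then purified enzyme at 10nM; light output imaged.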
# HEK293 viab – cell viability loss counter-screen. AID 1671193. HEK-293-SNCA-luc viability, GF-AFC fluorescence, 24 h. Potency, µM (series often up to 57.1 µM), inactives show at the highest dose activity change, negative = cytotoxicity, usual class: cytotoxic. actives 0.12% (n = 150,000);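 also: potency is read from the fitted curve at half-maximal effect; 0% = DMSO-treated cells and -100% = medium-only wells without cells; nearly all actives have a fitted effect of over 30% in size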
#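 Cytotoxicity counterscreen: after 24 h compound treatment of genome-edited SNCA-luciferase HEK-293 cells, live-cell protease substrate GF-AFC read by fluorescence after 30 min; activity scaled between DMSO (0%) and medium-only (-100%), curves Hill-fitted.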
# IP6K1 inh – IP6K1 kinase inhibition; activity change, % (series mostly up to about 58 µM); Q92551; IP6K1 kinase, ADP-Glo luminescence, 2 h; hits give low values; actives 0.81% (n = 140,000); AID 1645851; in the data active = activity change below about -25%
# Target sequence (Q92551 whole entry, looked up): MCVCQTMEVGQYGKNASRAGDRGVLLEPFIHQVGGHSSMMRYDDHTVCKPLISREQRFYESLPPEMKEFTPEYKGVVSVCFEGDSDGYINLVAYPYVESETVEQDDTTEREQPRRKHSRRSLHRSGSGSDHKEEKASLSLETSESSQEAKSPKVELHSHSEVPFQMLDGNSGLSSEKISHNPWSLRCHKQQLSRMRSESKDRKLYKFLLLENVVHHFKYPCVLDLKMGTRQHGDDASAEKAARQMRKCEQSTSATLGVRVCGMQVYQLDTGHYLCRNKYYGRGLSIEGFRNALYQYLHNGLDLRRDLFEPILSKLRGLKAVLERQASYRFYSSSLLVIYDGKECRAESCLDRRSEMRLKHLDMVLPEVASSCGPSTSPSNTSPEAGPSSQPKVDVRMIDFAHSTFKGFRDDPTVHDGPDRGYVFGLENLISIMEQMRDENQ
#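 ADP-Glo luminescence measures ADP made by human IP6K1 during a 2 h RT reaction with ATP/IP6 (mix at 1.3 mM/130 uM); top library doses 57.5 and 19.1 uM final.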
# GPT2 inhibitor – inhibitors of human GPT2 alanine aminotransferase. Potency, µM (doses to about 57.7 µM), for inactives: top-dose activity change, negative = inhibition, usual class: inhibitors. Recombinant GPT2, coupled pyruvate oxidase/HRP Amplex Red fluorescence. Q8TD30. actives 0.25% (n = 100,000). AID 1671188; also: potency is read from the fitted curve at half-maximal effect; nearly all actives have a fitted effect of over 60% in size; many of its hits are not listed in these tables
#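 Fluorescence of coupled pyruvate oxidase/HRP/Amplex Red system (50uM Amplex, 30 min, dark) reports pyruvate formed by GPT2. Enzyme reaction: 10ng/uL GPT2, 2mM L-alanine, 250uM a-KG, 30 min room temperature, pH 7.5; 50uM AOA control.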
# HEK293 tox – cytotoxic compounds in HEK 293 cells; HEK 293 viability, ATP luminescence (CellTiter-Glo), 48-72 h; AID 1345083; actives 6.6% (n = 94,000); Potency, µM (titrated, usually from 115 µM), inactives show at the top dose activity change, negative = cytotoxicity, hits mostly inhibitors; also: potency is read from the fitted curve at half-maximal effect; nearly all actives have a fitted effect of over 60% in size
#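 HEK 293 seeded at 250 cells/well receive compound via pintool. After 48 or 72 hr at 37 degree Celsius, 5% CO2 and 95% humidity, CellTiter-Glo is dispensed and luminescence read following 10 min at room temperature.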
# SNCA expr inh – inhibitors of alpha-synuclein (SNCA) gene expression; HEK-293 SNCA-luciferase knock-in, luminescence, 24 h; Potency, µM (top dose mostly 57.2 µM), inactives show at the top dose activity change, negative = inhibition, most hits filed as inhibitors; actives 0.17% (n = 140,000); AID 1671194;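 also: potency is read from the fitted curve at half-maximal effect; plate controls were DMSO cells for no effect and cell-free wells for full effect; nearly all actives have a fitted effect of over 45% in size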
# Starred values were filed as active, the others as inactive; i = inactive; ? = inconclusive; . = no result given; [ ] = another dose, or the depositor's remark. Unless noted, calls follow the shape of the dose curve; as a rule, active = well fitted curve in the direction sought with a large enough effect; inconclusive = small, poorly fitted or top-dose-only effect, or another doubt; inactive = no such curve, though single readings can be large; an effect the other way counts as inactive or inconclusive. Unless noted, % is scaled to controls: 0 for no effect and ±100 for the full control effect.
1) Cc1cccc(OCC(=O)N2CC(c3nnc(C(C)C)o3)C3(CCOCC3)C2)c1 (centres undefined)
2) Cc1ccc(C)c(OCc2cc(C(=O)N(C)Cc3cnccn3)no2)c1
3) COc1ccc(C(=O)NC2CCN(c3cnn(C)c(=O)c3)CC2)cc1OC
4) CCOC(=O)c1c(-c2ccccc2)oc2ccc(OCc3cccc(Br)c3)cc12
5) COc1ccc(S(=O)(=O)NCc2ccc(C(=O)NCc3ccccc3)cc2)cc1
6) Cc1ccc(C#N)c(N2CCCC(c3nccn3CC3CCC3)C2)n1 (centres undefined)
7) CS(=O)(=O)N(CC(=O)NCC1CC1)c1cc(C(F)(F)F)ccc1Cl
8) COc1cccc(NC(=O)CC2Oc3ccccc3NC2=O)c1 (centres undefined)
9) CC1(C)S[C@@H]2[C@H](NC(=O)C(c3ccccc3)S(=O)(=O)O)C(=O)N2[C@H]1C(=O)O (some centres undefined)
10) CC(C)NC(=O)N1C[C@@H](Oc2cccnc2)C[C@H]1C(=O)N1CCOCC1

assay / entry | 1 | 2 | 3 | 4 | 5 | 6 | 7 | 8 | 9 | 10
3T3 cytotox | i | -31% | -12% | . | . | ? | . | . | . | i
FLuc inh | -6% | 1% | -10% | . | . | -8% | . | . | . | -5%
HEK293 viab | 8% | 5% | ? | 0% | 3% | 1% | 7% | 4% | -3%[23.9 µM] | -25%
IP6K1 inh | -5 | -14 | 3 | -20 | 13 | -12 | -3 | -13 | -11 | 0
GPT2 inhibitor | i | 0%[11.5 µM] | 4% | . | . | 3% | 1% | . | i | i
HEK293 tox | i | ? | -18% | . | . | ? | . | . | . | -1%
SNCA expr inh | -1% | -10% | ? | 3% | -10% | ? | . | -2% | -39%[25.6 µM] | 11%

11) CCOC(=O)c1c(NC(=O)c2ccc(OC)cc2)sc2c1CCCCC2
12) Cc1ccc(NC(=O)CSc2nc3ccc(NC(=O)c4ccco4)cc3s2)cc1
13) COC1CCOC2(CCN(C(=O)CCn3nc(C)cc3C)CC2)C1 (centres undefined)
14) CNC(=O)c1noc(CNC(=O)C(c2cccc(F)c2)N(C)C)n1 (centres undefined)
15) O=C1CCC(CNS(=O)(=O)Cc2ccccc2F)CCN1Cc1ccccc1 (centres undefined)
16) CCOC(=O)c1cc(-c2ccccc2)n(-c2cccc(C(=O)N(C)c3ccc(C)cc3)c2)c1C
17) Cc1ccc(OCc2cc(C(=O)NC(Cc3ccccc3)c3ccccc3)no2)cn1 (centres undefined)
18) CS(=O)(=O)Nc1ccc([C@H]2OCC(=O)N[C@@H]2CO)cc1
19) COc1cc(NC(=O)Cn2cnc(S(=O)(=O)N3CCCC3)c2)cc(OC)c1OC
20) c1cn(CCCN2CCCC2)c(-c2cc3n(n2)CCCNC3)n1

assay / entry | 11 | 12 | 13 | 14 | 15 | 16 | 17 | 18 | 19 | 20
3T3 cytotox | . | . | i | -5% | -25% | . | ? | -4%[174 µM] | . | i
FLuc inh | . | . | 2% | 1% | . | . | ? | 1%[172 µM] | . | -9%
HEK293 viab | -3% | -10% | -4%[12.5 µM] | -24% | -14% | -28% | 1% | 7%[87.6 µM] | -10% | 2%
IP6K1 inh | 14 | 4 | 14 | 8 | 4 | 16 | 5 | 16 | -1 | 4
GPT2 inhibitor | . | . | i | 3% | 0% | . | -1% | -3%[88.5 µM] | . | -5%
HEK293 tox | . | . | 0% | 3% | i | . | ? | -13%[172 µM] | . | -7%
SNCA expr inh | -7% | -17% | 1% | -12% | -8% | ? | 96%[activator] | 12%[87.6 µM] | 23% | 34%[activator]

21) Cc1ccc2[nH]nc(C(=O)N3CCCC(N(C)CCc4ccccc4)C3)c2c1 (centres undefined)
22) Cc1ccccc1CNC(=O)c1sc2ncnc(N(C)C3CCCCC3)c2c1C
23) COCCOC(=O)C1=C(C)N=C2SC=C(CC(=O)N3CCOCC3)N2C1c1ccc(C)cc1C (centres undefined)
24) CC1(Cc2ccc3c(c2)OCO3)CCCN(C(=O)c2ccc3n[nH]nc3c2)C1 (centres undefined)
25) CCOC(=O)N1CCc2c(sc(NCc3sccc3C)c2C(=O)Nc2cc(OC)ccc2OC)C1
26) COc1ccc(NC(=O)Cn2c(=O)n(-c3cccc(C(F)(F)F)c3)c(=O)c3sccc32)cc1
27) CC(C)(C)C(=O)NCCNC(=O)c1cccc(-c2ncccc2C#N)c1
28) N#Cc1cccc(CN2CC[C@@H]3OCC(=O)N(c4ccccc4)[C@H]3CC2)c1
29) O=C(CN1CCC2(CC1)NC(=O)CC2C(=O)O)NCCc1ccc(F)cc1 (centres undefined)
30) COC(=O)C1=CO[C@@H](O[C@@H]2O[C@H](CO[C@@H]3O[C@H](COC(=O)/C=C/c4cc(OC)c(O)c(OC)c4)[C@@H](O)[C@H](O)[C@H]3O)[C@@H](O)[C@H](O)[C@H]2O)[C@@H]2C(CO)=CC[C@H]12

assay / entry | 21 | 22 | 23 | 24 | 25 | 26 | 27 | 28 | 29 | 30
3T3 cytotox | -20% | . | 5% | ? | . | . | -30% | ? | -11% | .
FLuc inh | -3% | . | 1% | 12% | . | . | . | 3%[172 µM] | 2% | .
HEK293 viab | -10% | -5% | -2% | 5% | -13% | -8% | 9% | -4%[87.6 µM] | 0% | -13%[23.9 µM]
IP6K1 inh | 13 | -28* | 15 | -3 | -11 | 3 | 10 | 6 | 1 | 3
GPT2 inhibitor | -6% | . | i | i | . | . | i | -12%[88.5 µM] | -15% | i
HEK293 tox | ? | . | -18% | ? | . | . | -16% | ? | i | .
SNCA expr inh | 7% | 3% | -10% | 3% | -8% | -17% | 26% | -30%[87.6 µM] | 4% | .

31) COc1ccc(-c2c(C(=O)NCc3ccc(F)cc3)nc3sccn23)cc1
32) COc1ccc(C(C)NC(=O)c2c(C)oc3ccn(Cc4cccc(F)c4)c(=O)c23)cc1 (centres undefined)
33) Cc1ccccc1C1CCCN1Cc1ncccc1C(=O)O (centres undefined)
34) O=c1c2nc(OCc3ccc(F)cc3)ccc2ncn1C1CC1
35) Cc1cc(C)cc(NC(=O)C(Cc2ccccc2)NS(=O)(=O)c2ccc3c(c2)c(=O)n(C)c(=O)n3C)c1 (centres undefined)
36) Cc1cc(C(=O)N2CC[C@@](C)(O)[C@@H](O)C2)c2cc(Cl)ccc2n1
37) CCN(CC)c1ccc(NC(=O)c2sc3nc(-c4ccccc4)cn3c2C)cc1
38) Cn1cc(CN2C[C@H](O)C[C@H]2c2nc(-c3cccc([N+](=O)[O-])c3)no2)c2ccccc21
39) O=C(c1ccccc1F)N1CCC2(CCCCO2)CC1
40) CC1CCN(S(=O)(=O)c2cc3c4c(c2)C(C)C(=O)N4CCC3)CC1 (centres undefined)

assay / entry | 31 | 32 | 33 | 34 | 35 | 36 | 37 | 38 | 39 | 40
3T3 cytotox | ? | ? | -1% | ? | . | -3% | . | ? | -12% | .
FLuc inh | . | 0% | -10% | 15%[172 µM] | . | 0% | . | ? | 4% | .
HEK293 viab | -24% | -15% | -3% | 8%[87.6 µM] | -9% | 3% | 2% | -14%[87.6 µM] | -2% | -8%
IP6K1 inh | 13 | 6 | 0 | -3 | 37 | 9 | 6 | 1 | 15 | 14
GPT2 inhibitor | i | i | 0% | i | . | -7%[11.5 µM] | . | 1%[88.5 µM] | i | .
HEK293 tox | ? | 32µM* | 1% | ? | . | -12% | . | ? | -26% | .
SNCA expr inh | -24% | ? | -12% | 40%[activator][87.6 µM] | -3% | -7% | 0% | 60%[activator][87.6 µM] | -4% | 62%[activator]

# Continued; the last two above are carried over.
39) O=C(c1ccccc1F)N1CCC2(CCCCO2)CC1
40) CC1CCN(S(=O)(=O)c2cc3c4c(c2)C(C)C(=O)N4CCC3)CC1 (centres undefined)
41) COC[C@]1(O)CCN(C(=O)c2csc(C)c2)CC1(C)C
42) O=C(c1cccc(Cl)c1)N1CCN(c2nccc(Nc3ccccc3F)n2)CC1
43) Cc1ccc(Sc2c(C)nn(C(=O)COc3ccc(F)cc3)c2C)cc1
44) O=C(NCc1ccccn1)C1c2ccccc2CC(=O)N1Cc1ccccc1 (centres undefined)
45) CCC1(O)CCC12CCN(C(=O)c1cc(C)n(C)n1)CC2 (centres undefined)
46) COc1ccc(S(=O)(=O)N2CCC(n3cnnc3-c3ccccc3)CC2)cc1
47) CN(CC(=O)N1CCc2c(c(-c3nncn3Cc3ccccc3)nn2C)C1)S(=O)(=O)c1cnc[nH]1
48) COc1ccc(C)cc1NC(=O)c1cc(S(=O)(=O)N2CCC(C)CC2)ccc1F
49) COC(=O)COc1cccn2c(=O)c(-c3cc(C)n(-c4ccc(Cl)c(Cl)c4)n3)c(C)nc12
50) COc1ccccc1OCc1cc(C(=O)N2CCCCCCCC2)n[nH]1

assay / entry | 39 | 40 | 41 | 42 | 43 | 44 | 45 | 46 | 47 | 48 | 49 | 50
3T3 cytotox | -12% | . | -11% | ? | . | ? | -13% | -19% | -3% | . | -9% | -37%
FLuc inh | 4% | . | 6% | . | . | -5% | -5% | 1% | ? | . | 12% | 0%
HEK293 viab | -2% | -8% | 5% | -20%[12.5 µM] | 0% | -5% | -20% | 2% | 2% | 0% | 6% | -3%
IP6K1 inh | 15 | 14 | 14 | -2 | -20 | 13 | -14 | 0 | 15 | -9 | 3 | 11
GPT2 inhibitor | i | . | -6% | i | . | i | i | i | i | . | i | -17%
HEK293 tox | -26% | . | -1% | ? | . | -24% | -8% | -19% | i | . | -1% | ?
SNCA expr inh | -4% | 62%[activator] | -4% | -8% | -7% | 4% | 13% | 9% | 58%[activator] | 40%[activator] | 7% | 3%

51) COCC1CN(S(=O)(=O)c2cccnc2)CC12CCNCC2 (centres undefined)
52) O=C(Nc1ccc(Oc2ccccc2)cc1)O[C@@H]1CO[C@H]2[C@@H]1OC[C@@H]2NC(=O)c1cnccn1
53) CN1CCN([C@@H]2[C@H](O)[C@H](CO)O[C@@H]2CNC(=O)c2ccco2)CC1
54) Cc1cc(-c2ccc(C)c(S(=O)(=O)Nc3ccccc3C(F)(F)F)c2)on1
55) CN1CC(=O)N(C2CCCNC2)Cc2c(NCC3CCCCC3)ncnc21 (centres undefined)
56) Cc1ccc(S(=O)(=O)N2C[C@@H](C(N)=O)[C@H](C3CCN(C)CC3)C2)cc1Cl
57) Nc1ccc(S(=O)(=O)Nc2ccc(Cl)nn2)cc1

assay / entry | 51 | 52 | 53 | 54 | 55 | 56 | 57
3T3 cytotox | i | -9% | -31%[174 µM] | . | -11% | i | .
FLuc inh | 4% | -9% | -15%[172 µM] | . | . | 10% | .
HEK293 viab | 0% | -6% | 8%[87.6 µM] | 9% | -4% | 6%[12.5 µM] | -6%[23.9 µM]
IP6K1 inh | -10 | -22 | -1 | 15 | -4 | -3 | 3
GPT2 inhibitor | -5% | i | i | . | -8% | i | i
HEK293 tox | i | ? | ? | . | -16% | -2% | .
SNCA expr inh | 3% | ? | -17%[87.6 µM] | ? | 2% | ? | -21%[25.6 µM]

# Screening data as filed in PubChem.

# This is a subset, so the mix of outcomes need not match the whole.
